Sm TGR inh: qHTS Assay for the Inhibitors of Schistosoma Mansoni Peroxiredoxins | Potency, µM (highest dose often 114 µM), for inactives: at the top dose activity change, negative = inhibition, hits mostly inhibitors | purified TGR, DTNB reduction, TNB absorbance 405 nm | Schistosoma mansoni thioredoxin glutathione reductase (TGR), Q962Y6 | hit rate 3% among 360,000 | AID 485364, 2010; further: potency means the concentration at half of the fitted maximal effect; nearly all actives have a fitted effect of over 60% in size
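First, TGR (20 nM dispensed) and NADPH were mixed with compound. Second, a 15 min room-temperature incubation followed. Third, further NADPH and then DTNB were added to start the reaction. Finally, TNB absorbance was monitored kinetically.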
HCV inhibitor: qHTS Assay for Inhibitors of Hepatitis C Virus (HCV) | Huh7.5.1 HCVcc-Cre infection, luciferase reporter, 44 h | Potency, µM (titrated, usually from 41.8 µM), without a hit: top-dose activity change, negative = inhibition, actives largely listed as inhibitors | hit rate 3.4% among 340,000 | AID 651820, 2012; further: potency means the concentration at half of the fitted maximal effect
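Seed cells (1,000/well) for 4 h; treat with compound and infect with HCVcc-Cre, moi about 0.5. Incubate 44 h, then detect luciferase activity.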
AmpC inh no detg: qHTS Inhibitors of AmpC Beta-Lactamase (assay without detergent); AmpC nitrocefin hydrolysis, absorbance 480 nm, 0.0001% Triton; P00811; hit rate 0.52% among 330,000; Potency, µM (series often up to 57.1 µM), for inactives: at the highest dose activity change, negative = inhibition, most hits filed as inhibitors;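 further: potency means the concentration at half of the fitted maximal effect; plate controls were no compound for no effect and no enzyme for full effect; nearly all actives have a fitted effect of over 20% in size; some results filed as inactive show a strong effect at the top dose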
Target sequence (P00811 whole entry, looked up): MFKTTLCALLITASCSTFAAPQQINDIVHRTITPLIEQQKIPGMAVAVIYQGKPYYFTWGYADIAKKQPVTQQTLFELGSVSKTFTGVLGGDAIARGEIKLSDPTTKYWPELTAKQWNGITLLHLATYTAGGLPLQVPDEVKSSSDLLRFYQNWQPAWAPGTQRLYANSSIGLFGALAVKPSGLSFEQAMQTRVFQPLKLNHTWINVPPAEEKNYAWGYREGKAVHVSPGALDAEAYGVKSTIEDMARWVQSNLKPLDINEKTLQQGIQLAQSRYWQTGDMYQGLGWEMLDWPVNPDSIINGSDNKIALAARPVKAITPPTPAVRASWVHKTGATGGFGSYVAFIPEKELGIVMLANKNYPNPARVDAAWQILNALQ
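20 mM phosphate pH 7.0 + 0.01% (detergent screen) or 0.0001% Triton X-100; 5.3 nM AmpC reagent; cpd preinc 15 min RT; nitrocefin (800 uM stock) to start; A480 q20 s × 4 min; Activity was normalised to no-enzyme and no-compound control wells.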
AmpC detergent: qHTS Inhibitors of AmpC Beta-Lactamase (assay with detergent) | P00811 | AmpC hydrolysis of nitrocefin, absorbance 480 nm, 0.01% Triton | Potency, µM (titrated, usually from 114 µM), for the others: at the highest dose activity change, negative = inhibition, hits mostly inhibitors | hit rate 0.041% among 370,000 | AID 485294, 2010;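 further: potency means the concentration at half of the fitted maximal effect; 0% = no-compound wells and -100% = no-enzyme wells; nearly all actives have a fitted effect of over 25% in size; some results filed as inactive show a strong effect at the top dose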
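AmpC (5.3 nM in the dispensed reagent) in 20 mM phosphate pH 7.0 with 0.01% (detergent screen) or 0.0001% Triton X-100 was preincubated with compounds for 15 min at room temperature. Nitrocefin was then added from an 800 uM solution, and hydrolysis was followed at 480 nm.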
Giardia FBPA inh: qHTS Assay for Inhibitors of Fructose-1,6-bisphosphate Aldolase from Giardia Lamblia; Potency, µM (highest dose often 59.6 µM), without a hit: top-dose activity, negative = inhibition, actives largely listed as inhibitors; A8B2U2; purified Giardia FBPA; hit rate 0.71% among 290,000; further: potency means the concentration at half of the fitted maximal effect; nearly all actives have a fitted effect of over 55% in size
Target sequence (A8B2U2 whole entry, looked up): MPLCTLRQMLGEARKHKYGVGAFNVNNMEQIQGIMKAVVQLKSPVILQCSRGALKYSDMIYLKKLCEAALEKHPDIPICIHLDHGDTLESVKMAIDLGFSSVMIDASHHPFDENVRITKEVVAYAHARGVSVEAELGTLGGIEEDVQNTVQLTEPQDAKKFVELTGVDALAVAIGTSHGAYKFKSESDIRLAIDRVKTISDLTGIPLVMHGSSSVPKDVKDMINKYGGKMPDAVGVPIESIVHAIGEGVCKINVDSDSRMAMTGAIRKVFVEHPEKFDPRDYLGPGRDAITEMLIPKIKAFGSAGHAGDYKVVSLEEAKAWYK
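40 nM FBPA preincubated 10 min at RT with compound (up to 57.5 uM final), then substrate plus GAPDH/TPI/NAD/arsenate coupling and diaphorase/resazurin added. Fluorescence read after 20 min at RT, 525/598 nm.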
HCMV antiviral: qHTS Assay for inhibitors of the human cytomegalovirus (HCMV). HFF cells, HCMV-luciferase reporter, 72 h; stronger effect = lower value. hit rate 4.5% among 410,000. activity change, negative = inhibition, % at 57.5 µM; in the data active means activity change below about -60%; inconclusive means no clear call, values can overlap the other calls; inactive means above about -39%
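Screen run at 2 compound doses on HFFs infected with reporter HCMV, MOI 1 PFU/cell. Luciferase activity from cell lysates at 72 h post infection gave inhibition relative to buffer-only and Salinomycin wells.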
Starred values were filed as active, the others as inactive; ? = inconclusive; nt = no result given; [ ] = remark or other dose. Unless noted, the call rests on the fitted dose curve; in most records, active means well fitted curve in the direction sought with a large enough effect; inconclusive means small, poorly fitted or top-dose-only effect, or another doubt; inactive means no such curve, though single readings can be large; an effect the other way counts as inactive or inconclusive. Unless noted, on the % scale 0 is the no-effect control and ±100 the full control effect.

Structure	Sm TGR inh	AmpC detergent	HCMV antiviral	AmpC inh no detg	Giardia FBPA inh	HCV inhibitor
O=C(Nc1cccc(Cl)c1N1CCCCC1)c1ccc2c(c1)OCCO2	2%	-14%	?	-24%	-1%	?
CCOC(=O)c1ccc(NC(=O)c2cccc(S(=O)(=O)N3CCN(C(C)=O)CC3)c2)cc1	4%	1%	-40	102%[activator]	5%	10µM*
CCC1(c2ccc(F)cc2)NC(=O)N(CC(=O)N2CC(=O)Nc3ccccc32)C1=O (stereo unspecified)	-1%	?	?	-18%	nt	-3%
COc1cccc(-c2nc(SCC(=O)NCc3ccco3)c3c(=O)n(C)c(=O)n(C)c3n2)c1	-1%	1%	-18	nt	nt	nt
Nn1c(SCC(=O)Nc2cccc(F)c2)nnc1C1CCCCC1	7%	?	-10	3%	-10%	18%
COc1ccccc1-n1c(SC)nc(O)cc1=O	2%	-17%	28	-27%	7%	5%
COc1cc(Br)cc2cc(C(=O)N3CCN(c4ccccn4)CC3)c(=O)oc12	-5%	?	-12	20%	-6%	6%
O=c1c2cc(-c3ccccc3)sc2nc2n1N=C(c1ccccc1)CS2	7%	2%	70	-26%	-2%	?
O=C(CSCc1ccc(F)cc1)NCc1ccc2c(c1)OCO2	2%	-11%	-27	-29%	-1%	?
O=C(C1CCN(Cc2ccc(F)cc2)CC1)N(CCc1ccccc1)Cc1ccccc1	1%	-7%	6	100%[activator]	-11%	?
CCc1cc2c(=O)c(-c3nc4ccccc4n3C)coc2c(CN2CCCC(C)C2)c1O (stereo unspecified)	23%	1%	23	35%	-4%	19%
NC(=O)c1cc2ccccc2o/c1=N\NC(=O)c1ccccc1O	0%	-3%	-6	-19%	5%	?
Cc1cc(C)c2nc(NC(=O)c3ccc([N+](=O)[O-])o3)sc2c1	-11%	?	?	-24%	-13%	-4%
Cn1cc2c(=O)n(/N=C/c3ccccc3)cnc2n1	-2%	4%	-36	-21%	8%	2%
CC(OC(=O)C1CCCC1)C(=O)Nc1ncc(Cl)cc1Cl (stereo unspecified)	-9%	-4%	-11	-17%	nt	15%
COC(=O)c1ccccc1NC(=O)C1(c2cccs2)CCOCC1	4%	2%	29	nt	nt	nt
O=C(c1cccc2ccccc12)N1CCCCC1	-28%	3%	-10	-9%	-6%	13%
CC1CC(C)CN(S(=O)(=O)c2cc3c4c(c2)CCN4C(=O)CC3)C1 (stereo unspecified)	2%	?	-8	2%	nt	-2%
CCc1ccc(N2C(=O)C3ON(c4ccccc4)C(c4ccco4)C3C2=O)cc1 (stereo unspecified)	?	?	29	-11%	4%	16%
Cc1ccsc1C(=O)OCC(=O)N1CCN(C(=O)c2ccco2)CC1	-2%	-14%	29	-3%[11.4 µM]	3%	-6%

Single records, from the list above.
Record of `COc1cc(Br)cc2cc(C(=O)N3CCN(c4ccccn4)CC3)c(=O)oc12` → Sm TGR inh: -5%; AmpC detergent: ?; HCMV antiviral: -12; AmpC inh no detg: 20%; Giardia FBPA inh: -6%; HCV inhibitor: 6%
Record of `COc1cccc(-c2nc(SCC(=O)NCc3ccco3)c3c(=O)n(C)c(=O)n(C)c3n2)c1` → Sm TGR inh: -1%; AmpC detergent: 1%; HCMV antiviral: -18; AmpC inh no detg: nt; Giardia FBPA inh: nt; HCV inhibitor: nt

(more compounds)
Structure	Sm TGR inh	AmpC detergent	HCMV antiviral	AmpC inh no detg	Giardia FBPA inh	HCV inhibitor
O=C1c2[nH]nc(-c3ccccc3O)c2C(c2ccccc2)N1Cc1ccco1 (stereo unspecified)	-22%	0%	41	-46%	-1%	-18%
COc1ccc(-c2csc(NC(=O)c3ccccc3S(C)(=O)=O)n2)cc1	-5%	-1%	?	-21%	-1%	?
Cc1cccc(NC(=O)c2ccc(S(=O)(=O)N3CCCCCC3)cc2)n1	5%	-2%	-22	-2%	nt	?
Oc1ccc(-n2cccc2/C=N/n2cnnc2)cc1	-9%	-2%	-10	-20%	0%	2%
COC(=O)C1OC2(OC1C(=O)OC)c1ccccc1-c1ccccc12 (stereo unspecified)	4%	?	-36	10%	-5%	4%
CCN(C(=O)Cn1c(=O)n(Cc2ccccc2)c(=O)c2ccccc21)c1cccc(C)c1	-1%	0%	-14	65%[activator]	2%	-33%
COC(=O)N1C(=O)[C@](c2ccccc2)(C(C)C)N1C(=O)OC	0%	-13%	19	6%	-6%	13%
O=S(=O)(NCc1ccccc1)c1ccc(S(=O)(=O)NCC2CCCO2)cc1 (stereo unspecified)	8%	9%	4	3%	-2%	4%
Cc1cc2ncc(-c3cccs3)nc2cc1C	-8%	-3%	114	-24%	6%	-5%
O=C(Nc1cccc(S(=O)(=O)N2CCCC2)c1)c1cncc(Br)c1	nt	nt	-6	-21%	nt	?
CC(=O)c1ccc(NC(=O)CCc2c(C)nc3ncnn3c2C)cc1	-1%	?	40	-21%	0%	4%
Cc1ccc(C(=O)N(CC(C)C)c2nc3ccccc3s2)o1	?	-7%	9	-29%	0%	?
COc1ccccc1C(=O)COC(=O)c1cc(S(=O)(=O)N2CCCCC2)ccc1N1CCOCC1	-12%	?	36	94%[activator]	nt	-21%
O=C(O)C1C2C=CC(C2)C1C(=O)Nc1cccc(C(F)(F)F)c1 (stereo unspecified)	5%	?	14	-10%	7%	5%
CCOC(=O)c1c(NC(=O)COc2ccc(Br)cc2)sc2c1CCCC2	7%	13%	-2	nt	nt	nt
CC1(c2cccc(Br)c2)NC(=O)N(CC(=O)Nc2cccnc2Cl)C1=O (stereo unspecified)	-3%	-3%	13	0%	-7%	13%
CSc1ccc(C2=CC(=O)C[C@H](c3ccc4c(c3)OCO4)C2)cc1	-2%	3%	-64*	-20%	nt	17%
CC(=O)CSc1nsc(SCC(C)=O)c1C#N	?	-12%	30	-42%	-13%	?
CSc1nc2sc3c(c2c2nnnn12)CCC3	0%	?	nt	-14%	4%	nt
CCOC(=O)/C(C#N)=C\c1ccc(OCC(=O)Nc2ccc(C)cc2C)c(OC)c1	12%	-8%	9	-9%	-5%	-2%
CCN(CC)C(=O)Cn1c(=O)c2ccccc2n2c(=S)sc(-c3cccc(C)c3)c12	-12%	-8%	-31	-42%	6%	0.56µM*
CCCNC(=S)N(Cc1cc2cc(C)ccc2n2nnnc12)CC(C)(C)CN(C)C	4%	4%	-19	-2%	6%	?
Cc1cc(C)cc(NC(=O)CCS(=O)(=O)c2cccc3nsnc23)c1	-8%	-5%	15	nt	nt	nt
COCCn1c(=O)[nH]c2cc(C(=O)NCCN3CCN(c4cccc(Cl)c4)CC3)ccc2c1=O	-13%	-3%	-27	-39%	-8%	?
Cc1cc(C)cc(OCC(=O)NC2=NCCS2)c1	3%	-21%	10	-17%	1%	1%
O=C(NCc1cccnc1)c1nn(-c2ccc(F)cc2)nc1CO	-2%	-1%	21	nt	nt	nt
Cc1ncc(CO)c2cc(C(=O)Nc3cccc(F)c3)c(=Nc3cccc(C(N)=O)c3)oc12	-6%	-10%	44	0%	-2%	?
CC(C)NC(=O)Cn1nnc(-c2cccc(NC(=O)c3ccccc3F)c2)n1	1%	-4%	-5	-5%	2%	-18%
CC(=O)Nc1ccc(NC(=O)C(C)OC(=O)C2CCN(S(=O)(=O)c3ccccc3C(F)(F)F)CC2)cc1 (stereo unspecified)	2%	?	8	19%	nt	1%
Cc1ccc(O)c(NC(=O)C2CCCCC2)c1	8%	-9%	-31	-9%	0%	-7%
CCCC(=O)N(CCc1ccccc1)Cc1nc2ccccc2c(=O)[nH]1	-18%	?	-29	25%	-4%	10%
CN1C(=O)c2cccc3c(S(=O)(=O)Nc4ccc(O)c(C(=O)O)c4)ccc1c23	2%	0%	8	-32%	13%	5%
NS(=O)(=O)c1ccc(Sc2ccc3c(c2)CCC3)nc1	4%	-10%	-39	-37%	-2%	-11%
COCCCn1c(SCC(=O)Nc2ccccc2OC)nc2c(sc3ccccc32)c1=O	5%	6%	?	nt	nt	nt
O=C(CCC1CCCCC1)NNC(=O)NC12CC3CC(CC(C3)C1)C2	4%	-9%	1	7%	14%	nt
CCOC(=O)[C@H]1[C@H]2COc3ccc(Br)cc3[C@@H]2N2C(=O)CN(Cc3ccc(Cl)cc3)C(=O)[C@@]12C	nt	nt	1	121%[activator]	nt	-1%
O=C1CCCN1Cc1ncnn1-c1ccccc1	-2%	?	-9	-15%	3%	9%
Cc1cccc(NC(=O)C(C)Oc2ccc(C)nc2[N+](=O)[O-])c1 (stereo unspecified)	nt	nt	-3	-21%	nt	-4%
COc1ccc(CCNCC(=O)Nc2c(C)cc(C)cc2C)cc1OC	5%	-17%	58	6%	?	5%
COc1cc(NC(=O)C/C(C)=N/NC(=O)C(=O)NCCO)c(OC)cc1Cl	3%	1%	35	148%[activator]	-12%	27%
CCCC(=O)c1cc(F)c(N2CCN(C(=O)OCC)CC2)cc1C	1%	?	-11	45%	7%	-3%
Cc1ccc(N2C(=O)[C@@H]3C(c4cccnc4)=NO[C@@H]3C2=O)c(C)c1	?	-5%	16	-20%	4%	-2%
CS(=O)(=O)N(CC(=O)N1CCN(c2ccccc2)CC1)c1ccc(Cl)c(C(F)(F)F)c1	-11%	0%	21	103%[activator]	-3%	?
O=C(/C=C/c1ccccc1)N/C(=C/c1ccccc1)C(=O)N1CCCCC1	4%	-5%	1	-23%	5%	-6%
Nc1ccc2nc3n(c(=O)c2c1)CCC3	-1%	-7%	-28	-5%	-17%	11%
Cc1cccc(-c2nc(CS(=O)CC(=O)NCC3CCCO3)c(C)o2)c1 (stereo unspecified)	28µM*	?	-31	0%	-2%	4%
O=C(NCc1ccc2c(c1)OCO2)c1cccs1	-31%	?	38	-20%	-2%	13%
O=C(CN1CCC(C(=O)c2cccc(Cl)c2)CC1)Nc1ccc(C(=O)O)cc1	-6%	2%	-1	-7%	17%	-15%
CC(=O)c1sc(NC(=O)c2ccc(F)cc2)nc1-c1ccccc1	-9%	-3%	-1	-12%	0%	?
O=C1N(Cc2cccc(Cl)c2)C[C@@H]2C[C@@H](c3cccn3-c3ccccn3)N3CCC[C@@]123	-32%	8%	-34	77%[activator]	-7%	6.3µM*
O=C(Cn1nc(-c2ccccc2)nc1-c1ccccc1)OC1CCCCC1	-6%	-7%	?	-14%	-2%	-16%

Limited to AmpC detergent and HCV inhibitor, for some of the entries so far:
Compound	AmpC detergent	HCV inhibitor
O=C1N(Cc2cccc(Cl)c2)C[C@@H]2C[C@@H](c3cccn3-c3ccccn3)N3CCC[C@@]123	8%	6.3µM*
O=C(Cn1nc(-c2ccccc2)nc1-c1ccccc1)OC1CCCCC1	-7%	-16%
